IP6K1 inh: inhibitors of human IP6K1 | Q92551 | IP6K1 kinase, ADP-Glo luminescence, 2 h; stronger effect = lower value | activity change, % (series mostly up to about 58 µM) | 0.81% of 140,000 active; in the data active = activity change below about -25%
Target sequence (Q92551 whole entry, looked up): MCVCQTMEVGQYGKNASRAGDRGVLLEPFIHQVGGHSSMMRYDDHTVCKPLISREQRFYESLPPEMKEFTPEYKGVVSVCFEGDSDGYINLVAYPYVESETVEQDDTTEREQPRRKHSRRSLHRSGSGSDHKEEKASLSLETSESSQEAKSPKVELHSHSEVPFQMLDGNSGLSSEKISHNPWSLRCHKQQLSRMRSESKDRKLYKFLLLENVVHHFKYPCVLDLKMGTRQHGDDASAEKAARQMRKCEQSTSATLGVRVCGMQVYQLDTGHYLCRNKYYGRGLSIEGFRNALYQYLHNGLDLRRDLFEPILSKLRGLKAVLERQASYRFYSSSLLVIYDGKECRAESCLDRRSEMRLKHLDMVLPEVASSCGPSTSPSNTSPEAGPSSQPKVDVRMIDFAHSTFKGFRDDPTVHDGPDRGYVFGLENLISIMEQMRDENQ
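ADP-Glo luminescence measures ADP made by human IP6K1 during a 2 h RT reaction with ATP/IP6 (mix at 1.3 mM/130 uM); top library doses 57.5 and 19.1 uM final.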
HEK293 tox: HEK 293 cell cytotoxicity; HEK 293 viability, ATP luminescence (CellTiter-Glo), 48-72 h; Potency, µM (top dose mostly 115 µM), without a hit: at the top dose activity change, negative = cytotoxicity, usual class: inhibitors; 6.6% of 94,000 active; AID 1345083; note: potency is the fitted concentration of half-maximal effect; nearly all actives have a fitted effect of over 60% in size
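Pintool-delivered compounds were incubated with HEK 293 cells (250 cells/well) at 37 degree Celsius for 48 or 72 hr. ATP-dependent luminescence (CellTiter-Glo) then reported remaining viable cells.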
SNCA viab count: counter-screen for SNCA expression inhibitors: cell viability. 0.12% of 150,000 active. Potency, µM (titrated, usually from 57.1 µM), for inactives: top-dose activity change, negative = cytotoxicity, actives largely listed as cytotoxic. HEK-293-SNCA-luc viability, GF-AFC fluorescence, 24 h;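 note: potency is the fitted concentration of half-maximal effect; 0% = DMSO-treated cells and -100% = medium-only wells without cells; nearly all actives have a fitted effect of over 30% in size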
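HEK-293-SNCA-luc cells (1500/well) plated 24 h, then exposed 24 h to a dilution series; GF-AFC added 30 min at 37C, fluorescence 405/540 nm; normalised to medium-only and DMSO wells, Hill fit.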
NIH3T3 tox: NIH 3T3 cell cytotoxicity. NIH 3T3 viability, CellTiter-Glo ATP luminescence, 48-72 h. Potency, µM (top dose mostly 96.7 µM), inactives show at the top dose activity change, negative = cytotoxicity, most hits filed as inhibitors. 4.3% of 94,000 active. AID 1345082; note: potency is the fitted concentration of half-maximal effect; nearly all actives have a fitted effect of over 55% in size
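Mouse fibroblast NIH 3T3 cells, 400 per well, received compound via pintool and were incubated for 48 or 72 hr prior to CellTiter-Glo ATP luminescence measurement.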
GPT2 inhibitor: inhibitors of human GPT2 alanine aminotransferase; Recombinant GPT2, coupled pyruvate oxidase/HRP Amplex Red fluorescence; Potency, µM (doses to about 57.7 µM), without a hit: at the top dose activity change, negative = inhibition, actives largely listed as inhibitors; 0.25% of 100,000 active; AID 1671188; note: potency is the fitted concentration of half-maximal effect; nearly all actives have a fitted effect of over 60% in size; many of its hits are not listed in these tables
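Recombinant GPT2 (10ng/uL) with 250uM a-KG and 2mM L-alanine, 30 min at room temperature, in HEPES pH 7.5 buffer. Pyruvate detected by pyruvate oxidase/HRP/Amplex Red fluorescence after 30 min in the dark; AOA (50uM) as positive control.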
Luciferase inh: Photinus pyralis luciferase inhibition; purified P. pyralis luciferase, luminescence, biochemical; Potency, µM (doses to about 115 µM), inactives show top-dose activity change, negative = inhibition, actives largely listed as inhibitors; 2.5% of 76,000 active; AID 1347043; note: potency is the fitted concentration of half-maximal effect; nearly all actives have a fitted effect of over 65% in size
Target sequence (P08659 whole entry, looked up): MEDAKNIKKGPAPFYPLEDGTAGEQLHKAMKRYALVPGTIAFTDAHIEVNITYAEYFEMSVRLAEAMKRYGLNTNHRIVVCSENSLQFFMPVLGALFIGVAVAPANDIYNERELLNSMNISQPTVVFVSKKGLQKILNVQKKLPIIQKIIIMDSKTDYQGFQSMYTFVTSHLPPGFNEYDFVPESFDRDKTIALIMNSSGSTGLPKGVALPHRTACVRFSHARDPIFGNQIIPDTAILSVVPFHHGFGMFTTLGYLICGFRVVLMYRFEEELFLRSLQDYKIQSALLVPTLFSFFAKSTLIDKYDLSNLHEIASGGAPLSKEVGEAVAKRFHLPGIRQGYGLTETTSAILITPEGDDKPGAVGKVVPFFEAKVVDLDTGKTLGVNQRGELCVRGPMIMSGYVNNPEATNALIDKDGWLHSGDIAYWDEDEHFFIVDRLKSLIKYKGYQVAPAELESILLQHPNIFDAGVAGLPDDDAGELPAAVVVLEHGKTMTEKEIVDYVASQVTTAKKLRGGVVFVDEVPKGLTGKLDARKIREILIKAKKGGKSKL
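Luminescence read by CCD imaging after purified firefly luciferase (10nM final) was added to substrate buffer holding 10uM D-luciferin and 10uM ATP, pH 7.5, pre-dosed with compound.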
SNCA expr inhib: reduces expression of the alpha-synuclein gene. AID 1671194. HEK-293 SNCA-luciferase knock-in, luminescence, 24 h. Potency, µM (titrated, usually from 57.2 µM), for the others: at the highest dose activity change, negative = inhibition, most hits filed as inhibitors. 0.17% of 140,000 active;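 note: potency is the fitted concentration of half-maximal effect; plate controls were DMSO cells for no effect and cell-free wells for full effect; nearly all actives have a fitted effect of over 45% in size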
Numbers without * were called inactive; i = inactive; ? = inconclusive; nt = not tested or not shown; & = joins results of further samples; [ ] = another dose, or the depositor's remark. Unless noted, calls come from the whole dose curve; as a rule, active = well fitted curve in the direction sought with a large enough effect; inconclusive = small, poorly fitted or top-dose-only effect, or another doubt; inactive = no such curve, though single readings can be large; an effect the other way counts as inactive or inconclusive. Unless noted, % is set by controls: 0 for no effect and ±100 for the full control effect.

Compound	IP6K1 inh	HEK293 tox	SNCA viab count	NIH3T3 tox	GPT2 inhibitor	Luciferase inh	SNCA expr inhib
Cc1ccc(OCCSc2nc(C)c(Cc3ccccc3)c(=O)[nH]2)cc1	10	nt	-5%	nt	nt	nt	-4%
O=S(=O)(c1ccccc1)N1CCCC(c2nc(CCOc3ccc(F)cc3)no2)C1 (stereo not given)	-17	?	4%	-25%	3%	-3%	-5%
O=C(c1cnn2c1CN([S+](=O)([O-])c1cccc(C(F)(F)F)c1)CC2)N1CCOCC1	-3	-1%	?	-15%	2%	nt	?
Cn1cc(CN2CC[C@H](c3nnc(-c4cccnc4)o3)C2)c2ccccc21	-6	-17%[172 µM]	4%[87.6 µM]	-10%[138 µM]	?	-2%[172 µM]	49%[activator][87.6 µM]
CN1c2cccnc2CN(Cc2ccc(C(F)(F)F)cc2)CC[C@H]1CO	-11	?	4%[87.6 µM]	?	i	15%[172 µM]	-20%[87.6 µM]
CC(=O)NC1CCCN(Cc2cccc(-c3ccc(C)c(Cl)c3)c2)C1 (stereo not given)	0	20µM*	-1%	35µM*	-7%	nt	146%[activator]
Cc1noc(-c2cn(C3CCN(C(=O)c4ccc(C)c(C)c4)CC3)nn2)n1	6	-9%	-5%	-25%	-5%	-3%	3%
CCOC(=O)c1cccc(NC(=O)c2ccc3c(c2)nnn3CC)c1	2	nt	-13%	nt	nt	nt	65%[activator]
COc1cccc(N2C(=O)NC(=NC3CCCC3)C23CCN(Cc2ccsc2)C3)c1 (stereo not given)	-8	-29%	-11%	-10%	i	nt	-16%
COCCn1ccc2c(OCC(=O)Nc3cccc(C(F)(F)F)c3)cccc2c1=O	0	nt	4%	nt	nt	nt	-26%
COc1ccc(CCNC(=O)[C@H]2CCC[C@H]2NC(=O)c2cnc(C)cn2)cc1OC	19	2%	-8%	3%	-10%	4%	17%
COC[C@@H]1CN(C(=O)c2ccc(C#N)cc2)C[C@H]1c1ccncc1	-5	-10%	?	i	0%	-1%	4%
CNc1ccc(-c2noc([C@@H]3CCCN3Cc3cnc4ccccc4c3)n2)cn1	-4	?	-10%[87.6 µM]	?	i	-17%[172 µM]	-3%[87.6 µM]
O=C(NC1CC1)c1nc2cccnc2n(C2CCCC2)c1=O	15	1%[172 µM]	-7%[87.6 µM]	-23%[138 µM]	i	nt	3%[87.6 µM]
CN1C[C@@H](C(=O)Nc2ccccc2)[C@H](C2CCNCC2)C1	-13	-34%	7%	-1%	i	8%	19%
O=C(O)CCCC(=O)N[C@H]1CO[C@H]2[C@@H]1OC[C@@H]2Nc1nccc(-c2cccc(F)c2)n1	-9	-5%[172 µM]	1%[87.6 µM]	i	3%[88.5 µM]	-13%[172 µM]	-5%[87.6 µM]
CNC(=O)[C@H]1C[C@]2(CCCCN(CCO)C2=O)N(C(C)=O)[C@H]1c1ccccc1	-8	?	nt	?	nt	nt	nt
Cc1ccc(-c2nnc3ccc(NCCN(C)C)nn23)nc1	-16	0%[172 µM]	-3%[87.6 µM]	?	-11%[88.5 µM]	3%[172 µM]	?
COCCCN(CCC(=O)N1CCC(C)CC1)C(=O)c1cc(C)oc1C	-7	-27%	-10%	-10%	2%	-6%	-7%
Cc1ccc(S(=O)(=O)N(C)Cc2ccccc2C(F)(F)F)cc1	-11	71µM*	-6%[87.6 µM]	?	-9%[88.5 µM]	3%[172 µM]	-13%[87.6 µM]
O=C(c1ccc2nnc(-c3cc(F)ccc3F)n2c1)N1CCN(c2ncccn2)CC1	23	-11%	-12%	-29%	i	nt	-3%
CCNC(=O)N1CC(c2nnc(-c3ccncc3)o2)C2(CCOCC2)C1 (stereo not given)	13	-12%	12%	-11%	-4%	-7%	-7%
O=C(NC1CCCCC1)[C@@H]1C[C@@H](O)CN1C1CCN(C(=O)c2ccoc2)CC1	3	-4%	-2%	i	i	-1%	-5%
COc1ccc(CN2C(=O)C(=O)c3cc(S(=O)(=O)N4CCC[C@H]4COc4cccnc4)ccc32)cc1	10	nt	11%	nt	1%	nt	nt
Cc1cc(C)cc(N2C(=O)CSC23C(=O)N(CC(=O)NC2CCCCC2)c2ccccc23)c1 (stereo not given)	2	nt	11%	nt	nt	nt	-10%
CC(=O)Nc1ccc(NC(=O)c2ncoc2-c2ccco2)cc1	3	nt	-17%	nt	nt	nt	32%[activator]
COc1cccc(C(=O)NC2CCN(c3cc(-c4ccccc4)[nH]n3)CC2)c1OC	35	?	9%	?	-27%	-3%	-19%
CNC(C)c1ccc(Oc2ccccc2)cc1 (stereo not given)	4	100µM*	-18%[87.6 µM]	79µM*	1%[88.5 µM]	nt	0%[87.6 µM]
Cc1ccc(NS(=O)(=O)c2cnc(N)nc2)c(C)c1	-8	nt	1%	nt	nt	nt	-6%
COc1ccc(CN2CCc3nc(N(C)C)[nH]c(=O)c3CC2)cc1CN1CCOCC1	8	-3%	4%	i	i	11%	4%
Cc1nncn1C1CCN(S(=O)(=O)c2ccccc2Cl)CC1	-6	3%	1%	i	-7%	6%	-21%
CCC(C)NC(=O)c1ccccc1NC(=O)CN1C(=O)c2cccc3cccc1c23 (stereo not given)	2	nt	-7%	nt	nt	nt	-6%
CCOc1cc(S(=O)(=O)n2ccnc2C(C)C)ccc1Cl	-5	nt	6%	nt	nt	nt	?
COc1ccc(C)cc1Nc1nc2cc(Cl)c(Cl)cc2nc1-n1nc(C)cc1C	-12	nt	-2%	nt	nt	nt	10%
CCN1C(=O)C2CC3(CCN(C(=O)c4cc(C)n(CCOC)c4C)CC3)CN2C1=O (stereo not given)	2	-2%	-1%	-10%	5%	nt	5%
O=C(NCCC1CCN(C(=O)Nc2cc(F)cc(F)c2)CC1)c1cccs1	1	?	10%	?	i	?	7%
O=C(NCc1csc(Cc2ccccc2)n1)C1NCCc2[nH]cnc21 (stereo not given)	8	?	3%	-10%	-6%	8%	6%
O=C(c1ncccn1)N1CCNc2cnc(Nc3ccc(-n4ccnc4)cc3)nc2C1	-4	i	3%[87.6 µM]	?	i	-23%[172 µM]	9%[87.6 µM]
COc1cc(Nc2ncc(F)c(Nc3ccc4c(n3)NC(=O)C(C)(C)O4)n2)cc(OC)c1OC	-1	nt	-10%&9%	nt	?	nt	33%
O=C(C1CCCC1)N1CCC(Oc2cnc3c(ccn3-c3cncnc3)c2)CC1	2	?	?	?	0%[88.5 µM]	4%[172 µM]	2%[87.6 µM]
COc1cccc(CN2C[C@@H](COCC3CC3)[C@H](c3ccncc3)C2)n1	-12	?	-5%	-29%	i	5%	-11%
CC(C)C(=O)N1Cc2ccccc2CC2(CCCN(Cc3ccccc3)C2)C1 (stereo not given)	-6	?	-17%	?	4%	nt	8%
CC(/C=C/C1(O)C(C)CC(O)CC1(C)C)OC1OC(CO)C(O)C(O)C1O (stereo not given)	-1	nt	-2%	nt	i	nt	nt
CN(Cc1cccnc1)c1nc2c(c(=O)[nH]1)CCN(Cc1cccc(C#N)c1)CC2	0	-14%	-11%	-13%	i	-3%	1%
CCN1CCCCC12Cc1ccccc1CN(C(=O)C(C)C)C2 (stereo not given)	-7	-22%	-7%	-3%	i	nt	1%
COc1ccc(C(=O)N2CCC(n3cc(C(C)(C)C)nn3)CC2)c(OC)n1	-5	5%	-16%	-8%	i	?	202%[activator]
O=C(CN1C(=O)C(c2ccccc2)=NC12CCCC2)Nc1ccc(C(F)(F)F)cc1	13	45µM*	-4%[12.5 µM]	?	i	-18%	?
COc1ccccc1Cn1c(=O)c(C(=O)N2CCN(C(=O)C3CCCC3)CC2)nc2cccnc21	21	?	7%[12.5 µM]	-29%	-7%	nt	13%
Cc1nn(C(=O)c2cccc([N+](=O)[O-])c2C)c(C)c1S(=O)(=O)N1CCCCCC1	2	nt	3%	nt	nt	nt	25%
C#CCNC(=O)C1CCc2nnc(C3CCN(C(=O)c4ccc(Cl)cc4Cl)CC3)n21 (stereo not given)	-13	3%	2%	-1%	3%	nt	1%
Cc1ccccc1-c1nccc2c(=O)cc(-c3cccnc3)oc12	-23	112µM*	-18%[87.6 µM]	25µM*	0%[88.5 µM]	-4%[172 µM]	-13%[87.6 µM]
CCOc1ccc(C(=O)Nc2cccc(C(=O)OCc3cc(=O)n4cc(C)sc4n3)c2)cc1	3	nt	1%	nt	nt	nt	83%[activator]
CCOc1ccc2nc(N3CCN(C(=O)CS(=O)(=O)c4ccc(F)cc4)CC3)sc2c1	-3	nt	2%	nt	nt	nt	-16%
COc1ccc([C@H]2C[C@@H](O)[C@@H](O)[C@@H]2NCc2ccc(Cl)cc2)cc1	-9	100µM*	-20%[87.6 µM]	?	?	7%[172 µM]	?
CCc1ccc(C(=O)N2CCC3(CC2)N=C(c2ccc(C)cc2)NO3)cc1	-13	?	2%	-40%	i	40µM*	27%
COc1cccc(NC(=O)C2CCCN2S(=O)(=O)c2ccc3nc(-c4ccccc4)[nH]c3c2)c1 (stereo not given)	2	nt	?	nt	nt	nt	?
COc1ncccc1C(=O)N1CCCC(c2nnc(Cn3ccnc3)n2C)C1 (stereo not given)	12	0%	4%	i	?	2%	6%
COc1cc(=O)n2c(c1C(=O)NCc1ccc(F)cc1Cl)CCCC2	-14	1%	-5%	i	i	-1%	-19%
O=C(CCC1CCCN(S(=O)(=O)c2ccccc2)C1)N1CCc2ccccc2C1 (stereo not given)	11	?	-9%	?	?	-14%	0%
O=C(COc1ccc(-c2nnc3n2CCCC3)cc1)NCc1ccccc1Br	39	?	14%	-27%	i	-19%	28%

Next part:
Compound	IP6K1 inh	HEK293 tox	SNCA viab count	NIH3T3 tox	GPT2 inhibitor	Luciferase inh	SNCA expr inhib
Cc1cnccc1CN(C)Cc1cc2n(n1)CCNC2	-3	-2%	5%	-4%	-7%	9%	-1%
O=C(CCC1CCCC1)NCC(=O)N1CCCCCCNC(=O)CC1c1ccccc1 (stereo not given)	8	1%	-57%	1%	-13%	-2%	-29%
Cc1cc(C)c(Cn2c3ccccc3c3cnn(CC(=O)NCC(C)c4ccccc4)c(=O)c32)c(C)c1 (stereo not given)	15	nt	8%	nt	nt	nt	-7%
O=C(c1ccccc1-c1nn[nH]n1)N1CCN(CCN2CCOCC2)CC1	-5	?	2%	4%	-14%	2%	14%

Whole records from above. Order of values: IP6K1 inh	HEK293 tox	SNCA viab count	NIH3T3 tox	GPT2 inhibitor	Luciferase inh	SNCA expr inhib
Entry for `COc1ccc(C)cc1Nc1nc2cc(Cl)c(Cl)cc2nc1-n1nc(C)cc1C` = -12	nt	-2%	nt	nt	nt	10%
Entry for `O=C(CCC1CCCC1)NCC(=O)N1CCCCCCNC(=O)CC1c1ccccc1` (stereo not given) = 8	1%	-57%	1%	-13%	-2%	-29%

Screening results: PubChem BioAssay, National Center for Advancing Translational Sciences (NCATS)

A portion of the library, so the mix of outcomes need not match the whole.
